# Screening data deposited in PubChem by several laboratories.
# FXN GAA850 act = FXN promoter activators, primary screen, cell-based, luciferase luminescence, HEK293 lucGAA850 | HEK293 lucGAA850 FXN promoter luciferase reporter, 24 h; percent of 10 µM SAHA response | activation, % at 6 µM | actives 0.56% (n = 360,000);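 active means activation above the average of all compounds screened plus 3 SD, cutoff fixed separately per campaign, cut at about 7.5% in these data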;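 further: 0% = DMSO wells and 100% = 10 µM SAHA wells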
# ssDAF-12 act = S. stercoralis DAF-12 nuclear receptor activators, primary screen, cell-based, luminescence, HEK293, GRIP1 co-expression, lit1-tk-luc. Nuclear hormone receptor DAF-12 (Strongyloides stercoralis). HEK293 ssDAF-12/GRIP1 lit1-tk-luc reporter; % of 3 µM dafachronic acid response. activation, % at 6.8 µM. actives 1% (n = 370,000). AID 652126, 2013;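 active means activation above the mean over all tested compounds plus 3 SD, cut at about 0.9% in these data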;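 further: 0% = DMSO-only wells and 100% = 3 µM delta7-dafachronic acid wells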
# hgDAF12 agonist = H. glycines DAF-12 receptor agonists, primary screen, cell-based, luminescence, HEK293, GAL4 fusion, UAS-luciferase. HEK293 GAL4-hgDAF12 UAS-luciferase reporter, agonist luminescence; normalized to butyrate control. actives 1.8% (n = 370,000). AID 687014, 2013. Nuclear hormone receptor DAF-12 (Heterodera glycines), GAL4 fusion. activation, % at 6.8 µM;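 active means activation above a cutoff set at the mean of all screened compounds plus 3 SD, cut at about 10% in these data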;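 further: 0% = DMSO wells and 100% = sodium butyrate wells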
# KLK7 zymogen act = proKLK7 zymogen activators, primary screen, biochemical, fluorescence intensity | Kallikrein-7 (Homo sapiens), P49862 | purified proKLK7, EDANS-DABCYL substrate fluorescence; 100% is mature enzyme control, 0% vehicle | activation, % at 7 µM | actives 0.9% (n = 370,000) | AID 652039, 2013;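 active means activation above the mean of all tested compounds plus 3 SD, computed per campaign excluding outliers beyond control limits, cut at about 13% in these data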
# Target sequence (P49862 whole entry, looked up): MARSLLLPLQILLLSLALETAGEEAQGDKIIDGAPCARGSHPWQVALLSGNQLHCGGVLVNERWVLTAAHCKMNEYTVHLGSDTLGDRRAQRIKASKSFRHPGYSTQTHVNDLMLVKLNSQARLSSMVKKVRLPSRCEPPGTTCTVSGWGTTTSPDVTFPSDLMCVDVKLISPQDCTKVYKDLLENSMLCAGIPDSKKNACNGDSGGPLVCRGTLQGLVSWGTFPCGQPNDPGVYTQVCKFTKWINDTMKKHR
# NPR2 activator = human GC-B receptor activators, primary screen, HEK293 GC-B cells, cGMP TR-FRET, EC30 CNP. 0% at EC30 CNP, 100% saturating CNP. actives 0.11% (n = 370,000). Atrial natriuretic peptide receptor 2 (Homo sapiens), P20594. activation, % at 10 µM;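 active means activation at 10 µM reaching about 35% in either raw or pattern-adjusted values, limit read from the data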
# NPR1 activator = GC-A stimulated cGMP production enhancers – HEK293 GC-A cells, cGMP TR-FRET, EC30 ANP, primary screen; Atrial natriuretic peptide receptor 1 (Homo sapiens), P16066; 0% at EC30 ANP, 100% saturating ANP; activation, % at 10 µM; actives 0.14% (n = 370,000); AID 1671463, 2021; in the data active means activation above about 40%
# DAX1 inh-1 = DAX1 (NR0B1) inhibitors, primary screen, cell-based, HEK293, Gal4-DAX1, luciferase luminescence; HEK293 Gal4-DAX1 luciferase reporter; inhibition, % at 6.75 µM; actives 0.99% (n = 340,000); AID 504766, 2011;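 active means inhibition above the mean over all tested compounds plus 3 SD, cut at about 4.2% in these data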;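 further: 0% = DAX1-transfected cells with DMSO and 100% = empty-vector control cells with DMSO; inhibition shows as a rise in luminescence from relieved DAX1 repression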
# Target sequence (P51843 207-470 limits assumed): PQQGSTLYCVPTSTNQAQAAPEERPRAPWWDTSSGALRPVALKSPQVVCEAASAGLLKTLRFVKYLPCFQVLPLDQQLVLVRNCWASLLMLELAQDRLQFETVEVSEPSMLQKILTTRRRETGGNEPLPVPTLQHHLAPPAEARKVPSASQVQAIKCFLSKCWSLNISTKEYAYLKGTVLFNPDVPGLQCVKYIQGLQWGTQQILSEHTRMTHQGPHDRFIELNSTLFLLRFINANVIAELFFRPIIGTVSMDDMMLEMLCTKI
# DAX1 inh-2 = DAX1 (NR0B1) inhibitors on StAR promoter, primary screen, cell-based, luminescence, SF-1 (NR5A1), full-length DAX-1. AID 652010, 2013. HEK293T StAR-luciferase reporter, SF-1/DAX-1 repression relief. inhibition, % at 6.8 µM. actives 1.1% (n = 370,000);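 active means inhibition above the mean over all tested compounds plus 3 SD, cut at about 3.6% in these data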;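 further: 0% = DAX-1 cells with DMSO and 100% = cells lacking DAX-1 with DMSO; higher inhibition means more luminescence from relief of DAX-1 repression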
# SMARCA2 act = SMARCA2 (BRM) function activators, primary screen, cell-based, luminescence, high throughput; MG213 cells, MMTV-luciferase reporter, dexamethasone, overnight; activation, % at 9.1 µM; actives 1% (n = 370,000); AID 652017, 2013; in the data active means activation above about 7.8%;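 further: 0% = vehicle wells and 100% = reference activator wells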
# hcDAF12 agonist = H. contortus DAF-12 nuclear receptor activators, primary screen, cell-based, luminescence, HEK293, lit1-tk-luc reporter; HEK293 hcDAF-12 lit1-tk-luc reporter; 0% DMSO, 100% Δ7-dafachronic acid; activation, % at 6.8 µM; actives 1.4% (n = 370,000); AID 652067, 2013;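 active means activation above the mean of all tested compounds plus 3 SD, cut at about 5.5% in these data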;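 further: 100% = response to 3 µM Δ7-dafachronic acid high control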
# HGIII-sPLA2 inh = human group III sPLA2 inhibitors, primary screen, biochemical, QFRET, BODIPY PC-A2 liposome substrate; QFRET BODIPY PC-A2 liposome hydrolysis, fluorescence; Group 3 secretory phospholipase A2 (Homo sapiens), Q9NZ20; AID 743126, 2013; inhibition, % at 12.2 µM; actives 0.56% (n = 370,000);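 active means inhibition above mean plus 3 SD of compounds lying within the high and low control bounds, cut at about 19% in these data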;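 further: 0% = median of test compound wells and 100% = no enzyme DMSO wells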
# Target sequence (Q9NZ20 whole entry, looked up): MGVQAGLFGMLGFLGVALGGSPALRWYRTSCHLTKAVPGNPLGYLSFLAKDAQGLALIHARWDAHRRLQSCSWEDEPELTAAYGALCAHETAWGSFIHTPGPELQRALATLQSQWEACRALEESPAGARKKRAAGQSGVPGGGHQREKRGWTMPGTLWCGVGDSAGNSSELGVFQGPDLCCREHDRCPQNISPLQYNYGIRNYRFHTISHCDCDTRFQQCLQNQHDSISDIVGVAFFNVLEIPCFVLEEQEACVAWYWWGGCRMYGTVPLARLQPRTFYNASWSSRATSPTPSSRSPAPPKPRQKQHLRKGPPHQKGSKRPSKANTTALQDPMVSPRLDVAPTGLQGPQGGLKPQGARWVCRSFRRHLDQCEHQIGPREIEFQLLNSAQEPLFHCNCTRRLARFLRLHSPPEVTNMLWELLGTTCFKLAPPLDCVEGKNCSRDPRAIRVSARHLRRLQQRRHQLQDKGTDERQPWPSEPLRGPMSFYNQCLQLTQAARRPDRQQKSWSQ
# The depositor's hits bear a star; . = no result given.
SMILES,FXN GAA850 act,ssDAF-12 act,hgDAF12 agonist,KLK7 zymogen act,NPR2 activator,NPR1 activator,DAX1 inh-1,DAX1 inh-2,SMARCA2 act,hcDAF12 agonist,HGIII-sPLA2 inh
O=C(C1CCCCC1)N1CCN(c2ncccn2)CC1,-1.5,-0.8,-1.5,-0.2,-2.9,2.8,1.4,0.2,0.1,-0.9,0.7
O=C(COc1ccc(Cl)cc1)NCc1nnc(SCC(=O)Nc2ccccc2)o1,1.6,-1.0,0.5,-0.1,-9.8,-5.2,-0.3,0.3,-4.9,0.0,-12.0
COc1cccc2sc(N(CCCN(C)C)C(=O)c3ccc(S(=O)(=O)N4CCc5ccccc5C4)cc3)nc12,-0.4,-1.0,1.6,-2.2,-2.5,-7.4,0.1,-0.4,-1.0,0.8,-19.7
COCCn1c(C)nnc1SCC(=O)NNC(=O)c1ccc(Br)cc1,-1.5,-0.8,-0.3,0.3,4.1,-2.2,2.6,-0.3,-1.4,0.1,0.5
COc1cccc(CC(=O)Nc2ccc3c(c2)c(=O)n(C)n3-c2ccc(C(C)(C)C)cc2)c1,-0.8,4.1*,0.1,-1.5,5.2,0.8,.,-0.2,0.8,-0.9,2.8
CCCc1nc2nc(C)c(NS(=O)(=O)c3ccc(F)cc3)c(=O)n2[nH]1,-2.7,-1.3,0.9,-0.2,1.1,4.1,1.1,0.0,1.8,1.0,-0.7
CC(C)N(C(=O)Cn1cc(S(=O)(=O)CC(=O)NCc2ccc(F)cc2)c2ccccc21)C(C)C,-3.9,-1.3,-1.5,0.0,1.5,2.5,-0.1,-0.6,-1.5,-0.7,-8.8
O=C(CCN1CCN(CC(=O)Nc2ccccc2Cl)CC1)Nc1ccccc1F,2.1,-1.3,-1.0,0.1,4.4,-1.1,-0.9,-0.8,-2.6,-1.8,-7.5
C=C1CC[C@H](O)C/C1=C/C=C1\CCC[C@]2(C)[C@@H]([C@H](C)/C=C/[C@H](C)C(C)C)CC[C@@H]12,0.5,-1.2,1.1,0.0,0.9,3.3,-0.4,0.9,0.3,-1.4,-3.8
CN1CCN(C(=O)OC2CC3CC2[C@H]2CCCCN2C3=O)CC1 (stereo not given in full),.,-1.6,5.5,-0.5,5.8,-1.2,.,-0.4,-2.8,-0.8,6.3
OC(c1ccc(Cl)cc1)C(CN1CCOCC1)c1ccccc1 (stereo not given),-0.8,-0.9,-2.1,-0.6,-3.6,-8.9,-0.9,-0.2,-2.5,-2.2,12.8
O=C(CN(C(=O)c1csnn1)c1ccccc1)NCCc1ccccc1,1.1,-0.6,-0.1,-0.3,1.8,0.1,1.1,-0.2,0.4,3.8,-2.5
CN(Cc1cc2ccccc2[nH]c1=O)S(=O)(=O)c1ccccc1,2.8,-1.1,-1.9,0.0,-0.7,5.0,0.2,-0.1,2.8,-0.6,-2.3
O=C(c1ccc(S(=O)(=O)NCC2CCCO2)cc1)N1CCN(c2ccccc2F)CC1 (stereo not given),0.8,-0.6,-3.8,0.4,-0.8,-2.5,-0.8,-0.7,-2.0,-1.4,-6.4
O=C(COc1ccc(S(=O)(=O)N2CCOCC2)cc1)N1CCN(c2ccccc2)CC1,1.8,-1.4,0.7,-0.6,0.3,0.2,-0.3,-0.1,-1.5,-1.2,0.7
CC1(c2nnnn2Cc2ccccc2)CCC(=O)N1CCOc1ccccc1 (stereo not given),.,-1.2,0.2,0.0,-0.6,-9.4,.,-0.2,0.4,-2.9,12.0
C#CCNC(=O)C1=C[C@H](c2coc3ccccc3c2=O)C[C@H](OCCCCO)O1,1.8,-0.6,3.2,2.3,-6.2,-1.1,1.6,0.5,-0.1,0.8,2.8
CNC(=O)C1CCN(S(=O)(=O)c2c(C)noc2/C=C/c2cccc(OC)c2)CC1,0.3,-1.3,2.7,-0.3,-1.9,1.3,0.0,1.2,-2.5,-2.4,7.0
Cc1nc(-c2ccccn2)nc(SCC(=O)c2ccccc2)c1Cl,0.8,-0.6,-0.7,0.1,-2.1,-1.4,.,-1.0,0.2,0.7,-56.0
N#Cc1nc(-c2ccc(OCc3ccc(Cl)cc3)cc2)oc1NCc1cccnc1,0.7,-1.3,2.1,0.7,-2.7,0.4,0.4,0.0,1.6,-1.3,2.3
Cc1ccc(/C=C/C(=O)O)cc1S(=O)(=O)Nc1ccccc1C(=O)O,1.8,-1.0,-1.1,-0.1,-0.6,-1.0,-0.5,0.1,-3.0,0.4,0.5
CN(C)CCOC(=O)c1ccc(COc2ccccc2Br)o1,-0.3,-1.4,-1.2,0.2,-2.8,10.7,0.6,0.3,2.8,-0.9,-3.9
Cc1c(C=O)c2ccccn2c1C(=O)c1cccc([N+](=O)[O-])c1,1.8,-1.6,0.5,0.6,2.9,-6.7,0.3,0.1,-0.3,0.5,4.7
Cc1ccccc1OCC(=O)NC(Cc1c[nH]c2ccccc12)C(=O)O (stereo not given),0.3,0.7,2.8,0.0,4.7,-2.4,0.4,0.1,0.7,2.9,-32.1
Cc1cc(C)c(S(=O)(=O)n2c([N+](=O)[O-])cnc2C)c(C)c1,1.8,-1.8,-0.3,0.4,6.5,2.1,0.8,-0.3,-1.0,3.0,-0.8
# (continued)
SMILES,FXN GAA850 act,ssDAF-12 act,hgDAF12 agonist,KLK7 zymogen act,NPR2 activator,NPR1 activator,DAX1 inh-1,DAX1 inh-2,SMARCA2 act,hcDAF12 agonist,HGIII-sPLA2 inh
O=C(O)c1nc(-c2ccccc2)n(-c2cccc(C(F)(F)F)c2)n1,-0.3,-0.9,0.9,-0.4,1.2,1.7,0.2,0.4,-0.5,-0.3,-1.2
CCCC(=O)Nc1nnc(CC(=O)OCC)s1,1.2,-1.1,-1.0,0.0,5.4,0.6,-0.9,0.4,-0.6,-1.4,-24.4
O=C(Nc1nnc(-c2ccc(F)cc2)s1)C1CCN(S(=O)(=O)c2ccc(Cl)cc2)CC1,1.2,-0.5,0.4,-0.3,-1.0,15.0,0.9,0.6,-0.6,-1.5,-1.4
CCn1cnc2cc(NC(=O)c3ccc(C)cc3)ccc21,5.3,0.5,13.5*,0.0,0.9,4.3,1.1,1.6,7.9*,2.4,3.5
CCN(CC)C(=S)Oc1c(Cl)cccc1Cl,0.1,-1.4,-1.6,-0.3,-1.7,0.1,1.7,-0.1,-1.4,1.1,-1.9
CCC(=O)Nc1ccc2c(c1)C(=O)N(C)[C@@H]1CC[C@@H](CC(=O)OC)O[C@H]1CO2,.,-1.0,2.8,0.0,5.9,1.1,.,0.1,-3.9,-2.5,4.5
COc1ccc(Cl)cc1NC(=O)C(C)NC(c1ccccc1)c1ccccc1 (stereo not given),5.1,-0.8,0.0,0.4,2.7,1.3,-0.3,0.0,-2.4,-0.4,-13.0
COc1cccc(NC(=O)c2sc3nc(N4CCOCC4)c4c(c3c2N)CCCC4)c1,5.1,-1.0,7.1,-1.5,11.0,19.2,0.0,1.0,4.5,2.0,-0.2
CCCCOC(=O)c1ccc(NC(=O)C(=O)CC(=O)c2ccc(OC)cc2)cc1,1.4,-0.8,1.4,-0.3,-0.6,1.5,-0.1,0.2,-0.5,0.3,17.0
COC(=O)c1nc(NC(=O)C(C)(C)C)n[nH]1,-0.6,-1.6,1.2,0.0,1.0,3.4,2.1,0.1,3.9,0.2,1.6
COc1ccc(N(CC(=O)NCc2cccs2)S(=O)(=O)c2ccc(F)cc2)cc1,0.5,-1.1,0.6,-0.2,-3.0,-2.1,-0.1,-0.5,-1.4,-0.2,2.4
CN(C)S(=O)(=O)c1ccc(Cl)c(NC(=O)COC(=O)c2ccc3c(c2)NC(=O)CS3)c1,0.8,-1.9,-0.6,-0.4,2.4,0.1,-0.7,0.2,-0.8,-1.3,-6.5
COc1cc2c(cc1OC)CN(CC(=O)Nc1ccc(S(=O)(=O)N3CCCC3)cc1)CC2,-0.4,-1.3,0.1,7.3,6.0,1.7,0.1,-4.5,-3.3,-1.5,-7.2
COc1cccc2cc(C(=O)Nc3ccc(S(=O)(=O)NCC4CCCO4)cc3)c(=O)oc12 (stereo not given),0.8,-1.8,-3.7,-1.4,-0.9,-0.7,-1.3,0.0,-2.6,-1.4,17.4
Cc1ccc(CN2[C@@H](CC3CCCCC3)COCCS2(=O)=O)cc1,1.5,-0.7,0.4,0.0,-4.9,-4.8,0.3,-0.3,-0.5,-1.0,5.9
CC12CCC(C(=O)N/N=C/c3ccc(O)cc3O)(OC1=O)C2(C)C (stereo not given),-6.4,-0.8,-6.6,-6.4,-2.0,-3.0,0.5,-0.7,-2.6,-0.7,-13.6
Cc1ccc(-c2nnc(Nc3ccc(CC(N)=O)cc3)c3ccccc23)cc1S(=O)(=O)NCC1CCCO1 (stereo not given),0.1,-1.7,-3.6,4.2,2.6,4.0,-2.4,0.1,-4.7,-1.0,19.3*
CCOc1ccccc1/C=C(/NC(=O)c1ccccc1)C(=O)NCC(=O)O,1.2,-1.4,2.7,0.2,1.6,2.1,1.2,-0.2,-1.9,-0.4,13.6
Cc1[nH]c2ccccc2c1CC(=O)Nc1ccc(Nc2ccccc2)cc1,.,0.1,4.6,-0.4,-5.1,-3.1,.,0.8,-1.4,0.2,-20.8
Cc1oc(-c2ccccc2F)nc1CS(=O)(=O)CC(=O)N1CCN(c2ccccc2)CC1,-0.1,-0.8,-4.0,-0.5,3.0,-4.9,-1.5,0.5,-3.3,-0.9,-14.7
CCOC(=O)[C@@]12CN(C(=O)OC(C)(C)C)CC=C1N(Cc1ccc(OC)cc1)C(=O)[C@H]2CC(=O)N1CCC(c2ccccc2)CC1,.,-1.7,-5.1,0.2,3.7,-1.3,.,-1.4,-3.6,-2.6,-7.2

# Part of the list above, limited to NPR1 activator:
structure | NPR1 activator
COc1ccc(N(CC(=O)NCc2cccs2)S(=O)(=O)c2ccc(F)cc2)cc1 | -2.1
CN(C)S(=O)(=O)c1ccc(Cl)c(NC(=O)COC(=O)c2ccc3c(c2)NC(=O)CS3)c1 | 0.1
